PAFAH2 inh: inhibitors of human PAFAH2. Q99487. 340,000 compounds, 0.99% hits. recombinant PAFAH2, FP-rhodamine activity probe, fluorescence polarization. inhibition, % at 3.39 µM;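 active means inhibition above the mean over all tested compounds plus 3 SD, cut at about 30% in these data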;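 further: inhibitors block probe labeling of enzyme so polarization drops; 0% = enzyme with DMSO and 100% = wells lacking PAFAH2 protein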
PAFAH1B2 FP inh: inhibitors of human PAFAH1B2. inhibition, % at 3.39 µM. AID 492953. 340,000 compounds, 1.2% hits. recombinant PAFAH1B2, FP-rhodamine activity probe, fluorescence polarization;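 active means inhibition above the mean of all tested compounds plus 3 SD, cut at about 24% in these data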;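 further: 0% = enzyme with DMSO and 100% = wells lacking PAFAH1B2; many of its hits are not listed in these tables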
LYPLA1 inh: blocks human lysophospholipase 1, a PME1 counter-screen; O75608; recombinant LYPLA1, FP-Rh probe fluorescence polarization; inhibition, % at 5.9 µM; 320,000 compounds, 0.16% hits; AID 2174;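 active means inhibition above the mean of all tested compounds plus 3 SD, set per campaign, cut at about 14% in these data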;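 further: inhibitors block serine hydrolase probe labeling of LYPLA1 so polarization falls; 0% = enzyme with DMSO and 100% = wells lacking LYPLA1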
GSTO1 inh: blocks human GSTO1 in RBBP9 counter-screen; AID 1974; P78417; recombinant GSTO1, activity-based probe fluorescence polarization; inhibition, % at 5.96 µM; 300,000 compounds, 1.1% hits;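 active means inhibition above the campaign mean inhibition plus 3 SD, cut at about 35% in these data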;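 further: 0% = GSTO1-1 with DMSO and 100% = wells lacking GSTO1-1 enzyme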
PME-1 inh: blocks human protein phosphatase methylesterase 1; Q9Y570; recombinant PME-1, FP-Rh probe fluorescence polarization; inhibition, % at 5.9 µM; 320,000 compounds, 0.53% hits; AID 2130;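 active means inhibition above the campaign mean of all compounds plus 3 SD, cut at about 26% in these data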;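 further: competitive labeling of PME-1 active site by serine hydrolase directed probe; 0% = PME-1 with DMSO and 100% = wells lacking PME-1 enzyme; inhibitors block probe labeling so polarization falls and inhibition rises; many of its hits are not listed in these tables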
Target sequence (Q9Y570 whole entry, looked up): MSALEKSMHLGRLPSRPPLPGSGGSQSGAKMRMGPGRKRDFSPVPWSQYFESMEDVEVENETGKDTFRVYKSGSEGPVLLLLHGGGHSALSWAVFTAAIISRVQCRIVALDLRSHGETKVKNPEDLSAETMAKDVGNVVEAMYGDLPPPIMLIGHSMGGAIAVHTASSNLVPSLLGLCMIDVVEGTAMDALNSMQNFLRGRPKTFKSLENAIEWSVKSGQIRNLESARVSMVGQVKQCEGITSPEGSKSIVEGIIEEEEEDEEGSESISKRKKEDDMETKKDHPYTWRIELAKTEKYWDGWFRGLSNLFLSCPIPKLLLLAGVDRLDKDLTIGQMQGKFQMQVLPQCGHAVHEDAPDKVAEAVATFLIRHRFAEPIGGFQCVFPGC
pPAFAH inh: pPAFAH (human) enzyme inhibition | Q13093 | recombinant pPAFAH, FP-rhodamine probe fluorescence polarization | inhibition, % at 3.39 µM | 330,000 compounds, 1.5% hits;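 active means inhibition above the mean inhibition across the screen plus 3 SD, cut at about 25% in these data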;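 further: inhibitors block binding of the rhodamine activity-based probe so polarization drops; 0% = enzyme with DMSO and 100% = wells lacking pPAFAH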
Target sequence (Q13093 whole entry, looked up): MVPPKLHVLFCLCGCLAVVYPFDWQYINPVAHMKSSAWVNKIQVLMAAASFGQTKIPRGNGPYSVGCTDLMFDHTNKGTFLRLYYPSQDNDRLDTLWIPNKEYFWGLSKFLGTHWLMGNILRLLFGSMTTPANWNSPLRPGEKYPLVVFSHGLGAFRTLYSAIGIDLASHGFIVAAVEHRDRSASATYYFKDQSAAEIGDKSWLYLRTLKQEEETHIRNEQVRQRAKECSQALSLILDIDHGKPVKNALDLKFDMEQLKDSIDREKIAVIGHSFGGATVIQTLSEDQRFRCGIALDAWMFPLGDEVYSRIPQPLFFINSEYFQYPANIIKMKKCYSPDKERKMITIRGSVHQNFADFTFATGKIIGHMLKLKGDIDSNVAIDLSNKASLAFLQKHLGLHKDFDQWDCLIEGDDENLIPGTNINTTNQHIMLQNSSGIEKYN
PAFAH1B3 inh: inhibitors of human PAFAH1B3. 340,000 compounds, 0.28% hits. recombinant PAFAH1B3, FP-rhodamine probe, fluorescence polarization. AID 492972. inhibition, % at 3.39 µM;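 active means inhibition above the screen-wide average of all tested compounds plus 3 SD, cut at about 25% in these data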;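 further: 0% = enzyme with DMSO only and 100% = wells lacking PAFAH1B3 protein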
PAD4 inh: PAD4 (human) enzyme inhibition; Q9UM07; recombinant PAD4, RCA probe fluorescence polarization; inhibition, % at 6.36 µM; 330,000 compounds, 0.41% hits; AID 485272;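 active means percent inhibition above a cutoff equal to the mean of all tested compounds plus 3 SD, cut at about 15% in these data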;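 further: 0% = PAD4 with RCA probe and DMSO and 100% = probe without PAD4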
LYPLA2 counter: LYPLA2 (human) inhibition in PME1 counter-screen; 320,000 compounds, 0.38% hits; inhibition, % at 5.9 µM; recombinant LYPLA2, FP-Rh probe fluorescence polarization; AID 2177;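 active means inhibition above the screen-wide mean plus 3 SD, limit set per campaign, cut at about 26% in these data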;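 further: 0% = LYPLA2 with DMSO and 100% = wells lacking LYPLA2 enzyme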
* hit, by the source's call; · = no result given.

Screens by letter: A = PAFAH2 inh; B = PAFAH1B2 FP inh; C = LYPLA1 inh; D = GSTO1 inh; E = PME-1 inh; F = pPAFAH inh; G = PAFAH1B3 inh; H = PAD4 inh; I = LYPLA2 counter
COc1ccc2c(c1)SC1=NCCS(=O)(=O)N12
  A: 3.6	B: 0.8	C: 3.0	D: 5.8	E: 2.6	F: 7.8	G: 2.1	H: -2.6	I: 0.7

Cc1ccc(-n2ncc3c2CCCC3NC(=O)CCc2cnn(C)c2)cc1C (stereo not given)
  A: 6.5	B: 1.2	C: -0.3	D: 2.9	E: 1.4	F: 7.3	G: 4.7	H: -1.9	I: 1.9

CS(=O)(=O)N(CC(=O)N1CCN(c2ccc(F)cc2)CC1)c1cccc(Cl)c1
  A: -0.9	B: -1.6	C: 6.4	D: 10.6	E: 2.8	F: 0.0	G: 2.7	H: -3.7	I: 5.4

O=C(Cn1cnc2ccccc21)OCC(=O)N1CCCc2ccccc21
  A: 4.6	B: -0.9	C: -2.9	D: -5.1	E: 4.8	F: -1.5	G: 10.1	H: 4.3	I: -1.8

CC(=O)N1c2ccc(S(=O)(=O)NCC3CCC(C(=O)N4CCCCC4)CC3)cc2CC1C (stereo not given)
  A: 1.3	B: 3.1	C: -3.5	D: 3.5	E: -3.9	F: 8.0	G: 4.9	H: -0.1	I: 7.9

C=CCNC(=S)Nc1sc2c(c1C(=O)OCC)CCN(C(=O)OCC)C2
  A: 6.5	B: -1.5	C: 4.1	D: 16.2	E: -0.6	F: 3.3	G: 9.6	H: -1.1	I: 10.4

O=C(NCCCCNC(=O)c1ccco1)c1ccco1
  A: 1.8	B: -0.7	C: -2.5	D: 0.0	E: -6.9	F: -1.6	G: 3.6	H: -4.3	I: -2.1

CC(C)OC(=O)C1C2C=CC3(CN(Cc4cccs4)C(=O)C13)O2 (stereo not given)
  A: -1.5	B: 1.4	C: -5.8	D: 5.2	E: 0.6	F: 1.8	G: 3.9	H: 3.1	I: -0.3

CC(=O)Nc1sc(C)c(C)c1C(=O)OCC(=O)N(C)c1c(N)n(Cc2ccccc2)c(=O)[nH]c1=O
  A: 6.5	B: 7.5	C: -0.5	D: -7.2	E: 8.5	F: 2.0	G: 10.3	H: 1.4	I: 4.7

Cc1ccc(C)c(C(=O)NCCN(C)C)c1
  A: 7.3	B: 3.4	C: -0.2	D: 6.3	E: -4.8	F: -3.4	G: 5.2	H: -1.1	I: 2.5

Cc1cc(C)c(S(=O)(=O)NCCCn2ccnc2)cc1C
  A: 2.4	B: 1.8	C: -0.7	D: -0.3	E: 1.8	F: 4.0	G: 12.5	H: 0.7	I: 1.2

O=C(CN(C(=O)CCC(=O)Nc1nccs1)c1ccc2c(c1)OCCO2)NCc1ccco1
  A: -0.5	B: 7.7	C: -2.0	D: 4.8	E: -3.4	F: -2.6	G: 4.1	H: 3.5	I: -1.6

O=C(NCc1nnc(SCC(=O)N2CCCc3ccccc32)o1)c1ccco1
  A: 3.7	B: 4.4	C: -2.1	D: 18.7	E: 6.7	F: 0.0	G: 6.7	H: -10.3	I: -2.6

Cc1csc(NC(=O)CSc2nc3ccccc3s2)n1
  A: -1.3	B: 5.8	C: -4.9	D: -16.3	E: 7.9	F: 5.3	G: 2.1	H: -4.2	I: -7.3

Cc1ccnc(NC(=O)c2ccc(S(=O)(=O)N3CCCCCC3)cc2)c1
  A: -5.8	B: 4.9	C: -3.6	D: -7.5	E: 0.1	F: -0.3	G: -2.3	H: 3.1	I: 0.6

The listing continues:
Screens by letter: A = PAFAH2 inh; B = PAFAH1B2 FP inh; C = LYPLA1 inh; D = GSTO1 inh; E = PME-1 inh; F = pPAFAH inh; G = PAFAH1B3 inh; H = PAD4 inh; I = LYPLA2 counter
Cc1cccc(NC(=O)CCS(=O)(=O)c2ccccc2)n1
  A: -13.5	B: 7.3	C: 3.5	D: -0.1	E: 2.5	F: -0.3	G: -0.2	H: -0.7	I: 2.8

O=C(O)c1ccc(-c2noc(-c3cccc(C(F)(F)F)c3)n2)cc1
  A: 4.4	B: 16.1	C: -1.0	D: 0.7	E: 4.9	F: 4.5	G: 3.1	H: 1.8	I: -1.7

CSc1ccccc1C(=O)NC(C)c1ccc(-n2ccnc2)cc1 (stereo not given)
  A: 2.2	B: -0.2	C: 2.4	D: -3.3	E: 1.2	F: 0.0	G: 1.4	H: -0.6	I: 5.4

COCCNC(=S)Nc1ccc2nc(N3CCCC3)cc(C)c2c1
  A: -4.2	B: 1.7	C: 0.1	D: 1.0	E: 6.1	F: 2.7	G: 3.5	H: -9.5	I: 7.4

O=C(CSc1nccc(=O)[nH]1)N1CCOCC1
  A: 1.2	B: -0.5	C: 2.4	D: -2.8	E: -3.2	F: 7.8	G: -5.5	H: 1.8	I: 1.1

COc1ccc(OC)c(C(=O)Cn2cnc3ccccc3c2=O)c1
  A: 3.4	B: 1.1	C: 1.4	D: -2.4	E: 1.9	F: 1.0	G: 5.4	H: -1.3	I: 5.4

CC(C)CCOP(=O)(c1ccc(N(C)C)cc1)C(Nc1ccccc1)c1ccc(N(C)C)cc1 (stereo not given)
  A: 4.8	B: 5.9	C: 3.1	D: -7.5	E: -5.3	F: -3.3	G: 9.3	H: -3.5	I: -4.0

C=CCOc1ccc(/C=N/NC(=O)C(C)Sc2ccccn2)cc1OCC (stereo not given)
  A: -0.4	B: 0.5	C: -2.6	D: -2.5	E: -2.2	F: -0.1	G: -9.8	H: -5.0	I: 0.7

CCNC(=O)c1ccc(=O)n(Cc2ccc(Cl)cc2Cl)c1
  A: -0.9	B: 6.0	C: 2.4	D: 3.0	E: -3.5	F: 2.6	G: -2.5	H: -1.7	I: -1.6

CCOC(=O)Cn1nc(-c2ccccc2)c2ccccc2c1=O
  A: 11.2	B: -1.7	C: -2.9	D: -2.5	E: 1.3	F: 6.0	G: 3.1	H: -0.1	I: 4.3

c1csc(-c2csc3ncnc(NCCCN4CCOCC4)c23)c1
  A: -5.5	B: 3.9	C: -0.2	D: -1.0	E: -1.7	F: 0.5	G: 6.3	H: -2.2	I: 5.2

CCc1ccc([C@H]2C(C(=O)O)=C[C@@H](CC3CCCC3)N2S(=O)(=O)c2ccc(C)cc2)cc1
  A: 9.6	B: 14.2	C: ·	D: ·	E: ·	F: 13.3	G: 6.6	H: -2.0	I: ·

CC(Oc1ccc(Br)cc1)C(=O)Nc1nnc(C2CC2)s1 (stereo not given)
  A: 1.9	B: 25.9*	C: 0.2	D: 0.2	E: -2.2	F: 3.1	G: 2.6	H: 2.9	I: 1.4

Cc1nnc(SCCC#N)n(CCC#N)c1=O
  A: 4.8	B: 4.0	C: -4.0	D: -1.6	E: -3.1	F: 2.6	G: 8.8	H: 2.1	I: -0.1

CC(C)CC(=O)NC(=S)Nc1ccccn1
  A: -0.3	B: -0.5	C: 0.1	D: 4.7	E: 2.0	F: 4.3	G: 2.6	H: 1.2	I: -5.5

Shown with tabs: ten of the compounds above
Molecule	PAFAH2 inh	PAFAH1B2 FP inh	LYPLA1 inh	GSTO1 inh	PME-1 inh	pPAFAH inh	PAFAH1B3 inh	PAD4 inh	LYPLA2 counter
COc1ccc(OC)c(C(=O)Cn2cnc3ccccc3c2=O)c1	3.4	1.1	1.4	-2.4	1.9	1.0	5.4	-1.3	5.4
CC(C)CCOP(=O)(c1ccc(N(C)C)cc1)C(Nc1ccccc1)c1ccc(N(C)C)cc1 (stereo not given)	4.8	5.9	3.1	-7.5	-5.3	-3.3	9.3	-3.5	-4.0
C=CCOc1ccc(/C=N/NC(=O)C(C)Sc2ccccn2)cc1OCC (stereo not given)	-0.4	0.5	-2.6	-2.5	-2.2	-0.1	-9.8	-5.0	0.7
CCNC(=O)c1ccc(=O)n(Cc2ccc(Cl)cc2Cl)c1	-0.9	6.0	2.4	3.0	-3.5	2.6	-2.5	-1.7	-1.6
CCOC(=O)Cn1nc(-c2ccccc2)c2ccccc2c1=O	11.2	-1.7	-2.9	-2.5	1.3	6.0	3.1	-0.1	4.3
c1csc(-c2csc3ncnc(NCCCN4CCOCC4)c23)c1	-5.5	3.9	-0.2	-1.0	-1.7	0.5	6.3	-2.2	5.2
CCc1ccc([C@H]2C(C(=O)O)=C[C@@H](CC3CCCC3)N2S(=O)(=O)c2ccc(C)cc2)cc1	9.6	14.2	·	·	·	13.3	6.6	-2.0	·
CC(Oc1ccc(Br)cc1)C(=O)Nc1nnc(C2CC2)s1 (stereo not given)	1.9	25.9*	0.2	0.2	-2.2	3.1	2.6	2.9	1.4
Cc1nnc(SCCC#N)n(CCC#N)c1=O	4.8	4.0	-4.0	-1.6	-3.1	2.6	8.8	2.1	-0.1
CC(C)CC(=O)NC(=S)Nc1ccccn1	-0.3	-0.5	0.1	4.7	2.0	4.3	2.6	1.2	-5.5

Only part of the results is shown. The share of hits here may be higher or lower than overall.
